Assay outcomes (PubChem BioAssay)
FBW7 activator = human FBW7 E3 ligase activation, primary screen; Q969H0; AlphaScreen FBW7–phospho-cyclin E peptide binding, activator screen; normalized activity (activation), % at 26.1 µM; hit rate 0.13% among 650,000; in the data active means normalized activity above about 1.9%;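 further: purified mutant Fbw7 with reduced substrate affinity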
GPR151 ag = activators of human GPR151 | Q8TDV0 | PathHunter beta-arrestin GPR151 cells, luminescence | activation, % at 11.2 µM | hit rate 1% among 650,000 | AID 1508602; in the data active means activation above about 4.9%;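 further: 0% = median of compound wells and 100% = cells with positive control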
Target sequence (Q8TDV0 whole entry, looked up): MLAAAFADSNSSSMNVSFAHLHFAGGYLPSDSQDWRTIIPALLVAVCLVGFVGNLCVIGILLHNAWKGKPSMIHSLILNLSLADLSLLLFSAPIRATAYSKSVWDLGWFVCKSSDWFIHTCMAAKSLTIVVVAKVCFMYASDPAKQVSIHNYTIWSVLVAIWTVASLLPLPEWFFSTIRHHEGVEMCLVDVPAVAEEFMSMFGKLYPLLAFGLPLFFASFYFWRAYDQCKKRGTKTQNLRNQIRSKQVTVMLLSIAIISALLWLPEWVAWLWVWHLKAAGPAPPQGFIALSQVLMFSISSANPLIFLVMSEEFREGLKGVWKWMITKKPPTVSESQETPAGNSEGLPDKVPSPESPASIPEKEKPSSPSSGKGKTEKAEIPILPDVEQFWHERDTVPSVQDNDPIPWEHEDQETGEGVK
TEAD-YAP block = TEAD-YAP interaction inhibition. HEK-TIYL cells, TEAD-Gal4/YAP UAS-luciferase luminescence. inhibition, % at 9.12 µM. hit rate 1.4% among 640,000. AID 1259422; in the data active means inhibition above about 32%;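 further: 0% = median of test compound wells and 100% = reference inhibitor wells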
MITF inh = blocks human microphthalmia-associated transcription factor | AlphaScreen MITF homodimerization, bead proximity signal | O75030 | hit rate 0.91% among 650,000 | inhibition, % at 2.6 µM | AID 1259374; in the data active means inhibition above about 50%;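 further: 0% = vehicle wells with protein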
Target sequence (O75030 whole entry, looked up): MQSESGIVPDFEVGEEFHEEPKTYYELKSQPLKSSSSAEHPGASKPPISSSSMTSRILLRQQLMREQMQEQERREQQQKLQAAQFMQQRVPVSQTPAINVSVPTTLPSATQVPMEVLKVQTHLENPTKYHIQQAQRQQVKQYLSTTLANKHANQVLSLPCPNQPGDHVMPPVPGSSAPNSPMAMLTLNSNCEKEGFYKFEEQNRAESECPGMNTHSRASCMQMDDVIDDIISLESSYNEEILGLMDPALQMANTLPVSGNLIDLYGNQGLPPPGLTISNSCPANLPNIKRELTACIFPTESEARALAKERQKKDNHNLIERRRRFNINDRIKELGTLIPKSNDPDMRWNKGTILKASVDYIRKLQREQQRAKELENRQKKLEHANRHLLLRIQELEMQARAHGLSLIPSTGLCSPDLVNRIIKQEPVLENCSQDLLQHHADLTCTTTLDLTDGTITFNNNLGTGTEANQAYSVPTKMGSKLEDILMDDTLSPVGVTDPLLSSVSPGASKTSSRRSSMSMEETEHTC
* marks the source's active call; other numbers are inactive results. Hits appear at their usual frequency. About 3.4% of those tested had a hit in this group.

SMILES	FBW7 activator	GPR151 ag	TEAD-YAP block	MITF inh
Cc1nc(COC(=O)CNc2ccc(C(F)(F)F)cc2[N+](=O)[O-])cs1	0.0	-0.3	-1	7
O=S(=O)(c1ccccc1)c1nc(-c2ccc(F)cc2)oc1NCC1CCCO1 (centres undefined)	-0.2	1.7	-3	1
CCCNc1nccn2c(-c3cnc(OC)nc3OC)cnc12	-0.1	0.0	-28	4
COc1ccc(OC)c(CN2CCN(c3ccccn3)CC2)c1	0.0	-1.3	-5	47
O=C(Nc1ccc(Oc2ccccc2)cc1)c1ccc(F)c(S(=O)(=O)N2CCOCC2)c1	-0.1	0.3	63*	-4
O=C(NCc1cccc(Cl)c1)C1CCN(c2ncccn2)CC1	0.0	2.4	-2	16
Cc1oc2c(c(=O)c1C)C(=O)CC(c1ccccc1)C2 (centres undefined)	-0.2	1.7	-3	5
CN(C1CCCC1)C1CCN(C(=O)CNC(=O)/C=C/c2ccccc2)CC1	0.3	-0.3	4	14
COc1cccc(C(=O)Nc2nnc(-c3ccc(F)cc3)o2)c1OC	0.0	-0.2	-5	1
CCOC(=O)c1c(NC(=O)c2cccc(Cl)c2)sc(C(=O)Nc2ccccc2C)c1C	0.0	0.1	-7	5
Cc1cc([N+](=O)[O-])ccc1-n1c(C)cc(C=C2C(=O)N(C)C(=O)N(C)C2=O)c1C	0.0	0.7	3	12
COc1cccc(C2=NOC(C(=O)N3CCOCC3)C2)c1 (centres undefined)	-0.4	-2.2	-114	-6
O=C1OC(c2cccc([N+](=O)[O-])c2)=N/C1=C\c1ccc(Br)cc1	0.0	0.9	-14	-2
COc1ccccc1C(=O)N[C@H]1C[C@H]2C(=O)N[C@@H](C)C(=O)N2C1	-0.2	-0.2	1	-9
COc1ccc(N2CCN(C3CCCN(C(=O)c4nonc4C)C3)CC2)cc1 (centres undefined)	0.0	-1.3	-2	17
O=C(NCCc1ccccc1)C1CCC(=O)N1C1CCCC1 (centres undefined)	-0.2	3.2	-4	-5
COc1cccc2c1OC1(CCN(C(=O)C3CCCC3)CC1)OC2	-0.2	-1.0	4	12
CCC(=O)c1ccccc1OCCCNC	0.0	2.4	-9	27
Cc1ccc(-n2c3c(cc(C(=O)Nc4cccc(Cl)c4)c2=O)C(=O)CC(C)(C)C3)cc1	0.0	0.8	-1	-2
COc1cc2c(cc1/C=C1/NC(=O)N(CC(=O)Nc3ccccc3)C1=O)OCO2	0.2	1.0	7	9
O=C(c1ccncc1)N1CCN(S(=O)(=O)c2ccc(Cl)cc2)CC1	0.0	-0.7	14	2
Cc1cc(C)c(S(=O)(=O)N2CCOC2CNC(=O)C(=O)NCc2ccco2)c(C)c1 (centres undefined)	1.2	0.1	5	4
N#CC1(c2ccccc2)CCC(=NO)CC1 (centres undefined)	-0.1	1.9	2	3
Cc1cc(NC(=O)CN(C)CCOc2ccccc2)no1	0.0	-0.7	-2	-9
O=C1C(=O)N(Cc2cccnc2)C(c2ccccc2Cl)/C1=C(/O)c1ccccc1 (centres undefined)	-0.3	0.0	-10	-1
Nc1cccc2ccc(N3CCOCC3)nc12	0.1	-0.2	-43	0
CCOC(=O)CCN(Cc1ccccc1F)S(=O)(=O)c1ccc(F)c(C)c1	-0.1	1.2	12	0
Cc1cc(CC2(C)C(=O)Nc3ccc(-c4ccccc4)cc32)no1 (centres undefined)	0.0	-0.3	5	16
COc1cccc(Nc2nc(NCCO)nc3c2cnn3C)c1	0.2	1.1	-12	11
O=C1CN(c2ccccc2)C=NN1	-0.2	-0.6	-4	-3
Cc1nc2c(-c3ccc(F)cc3)c(C)nn2c(N(C)CCO)c1C	0.5	1.2	-15	-1
COc1ccc(S(=O)(=O)NC(C)(C)C)cc1	0.1	2.0	-4	-2
Cc1cncn1CCc1nc2c3ccccc3nc(SCC#N)n2n1	-0.3	-0.3	-1	0
Cc1ccc(C)c(NC(=O)Cn2nc([N+](=O)[O-])c(Br)c2C)c1	0.2	-0.7	-3	-19
O=CNC(C(=O)Nc1cccc(Cl)c1)c1ccccc1Cl (centres undefined)	0.0	1.6	-4	16
Cc1cc(Nc2ccc(F)cc2C)n2nc(C)nc2n1	0.0	0.9	-7	4
COc1ccc(-c2ccc(C(=O)NC3CC3)s2)cn1	0.1	-9.6	41*	7
c1ccc(OCCNc2ccnc(Nc3ccccn3)n2)cc1	-0.2	-0.5	-8	10
CSCCCN1C(=O)CCC1CCNCc1ccc(F)cc1 (centres undefined)	0.0	0.3	-2	-11
COc1cccc(/C=C2\SC(=Nc3ccccc3F)NC2=O)c1OC	0.0	1.3	-22	0
N#Cc1c(NC(=O)c2cc(Cl)sc2Cl)sc2c1CCC2	-0.1	0.6	-2	-2
O=C(Cn1ncn2c(cc3sccc32)c1=O)NCc1ccc(F)cc1	0.1	-0.1	8	15
CCOC(=O)C1=C(C)N=c2s/c(=C\c3ccccc3OC(C)=O)c(=O)n2C1c1ccc(OCC)c(OCC)c1 (centres undefined)	-0.1	0.2	-11	10
CCOc1cccc2cc(C(=O)Nc3cc(C(=O)O)ccc3C)c(=Nc3ccc(C(=O)O)cc3)oc12	0.2	1.3	-12	6
O=C(CC12CC3CC(CC(C3)C1)C2)NCC(c1cccs1)N1CCOCC1 (centres undefined)	0.3	-0.6	0	-9
O=C(Nc1sc2c(c1C(=O)Nc1ccc(Br)cc1)CCCC2)c1ccco1	0.2	-0.6	-2	13
COc1ccc(C2(C(=O)Nc3ccc(C(=O)NC(C)C)cc3)CCOCC2)cc1	0.1	0.7	-2	-8
O=S(=O)(Nc1ccc(I)cc1)c1ccc(F)cc1	0.1	-0.2	13	12
O=C(/C=C/c1ccco1)Nc1ccc(Cl)cc1F	0.1	2.3	14	13
O=C(/C=C/c1ccccc1Cl)N1CCN(c2ccc(O)cc2)CC1	0.2	-0.4	-10	12
CC1CCc2nc(NC(=O)/C=C\c3ccccc3)sc2C1 (centres undefined)	0.0	-0.2	-22	-4
Fc1ccc(-c2cc3ccccn3c2)cc1	0.6	0.9	0	11
COc1ccccc1NC(=S)N(Cc1cccnc1)Cc1ccccc1Cl	-0.1	1.6	1	8
CCCCCNC(=O)c1c[nH]c2ccc(S(=O)(=O)N(CC)c3cccc(C)c3)cc2c1=O	0.0	0.7	4	8
Cn1c(-c2ccc(F)cc2)cnc1NCc1ccc(C#N)cc1	-0.1	-0.2	-14	37
O=C1CCCN1CCCNc1nc(Nc2ccc(N3CCOCC3)cc2)nc2c1ncn2-c1ccsc1	-0.3	-0.9	59*	-1
N#Cc1ccc(-c2ccc(/C=C3/NC(=O)NC3=O)o2)cc1	-0.1	-1.2	4	-1
Cc1ccc(C)c(NC(=O)C(C)n2c3ccccc3c3nc(=O)cc(C)n32)c1 (centres undefined)	0.0	0.7	11	6
Cn1c(SCC(=O)Nc2ccc([N+](=O)[O-])cc2)nnc1-c1ccc(Br)cc1	0.6	-1.7	4	7
CCCCc1ccc(NC(=O)c2cc(=O)c(OC)c[nH]2)cc1	-0.2	0.0	-4	4

5 entries already listed, ordered by heavy-atom count, falling:
SMILES	FBW7 activator	GPR151 ag	TEAD-YAP block	MITF inh
CCCCCNC(=O)c1c[nH]c2ccc(S(=O)(=O)N(CC)c3cccc(C)c3)cc2c1=O	0.0	0.7	4	8
Cc1ccc(C)c(NC(=O)Cn2nc([N+](=O)[O-])c(Br)c2C)c1	0.2	-0.7	-3	-19
CC1CCc2nc(NC(=O)/C=C\c3ccccc3)sc2C1 (centres undefined)	0.0	-0.2	-22	-4
Cc1cc(Nc2ccc(F)cc2C)n2nc(C)nc2n1	0.0	0.9	-7	4
COc1ccc(S(=O)(=O)NC(C)(C)C)cc1	0.1	2.0	-4	-2

Continued.
SMILES	FBW7 activator	GPR151 ag	TEAD-YAP block	MITF inh
CC(=O)c1ccc(NC(=O)CSc2nnc(Nc3ccc(C)cc3)s2)cc1	-0.1	1.5	-21	0
O=C(NC(C(=O)O)c1ccccc1)c1ccccc1 (centres undefined)	0.2	0.2	-5	-5
CS(=O)(=O)N1CCN(c2c(Cl)cccc2[N+](=O)[O-])CC1	0.5	-0.1	3	11
CC(C)COC(=O)Nc1nnc(Cc2ccccc2)s1	0.7	0.6	-37	9
Cc1noc(C)c1-c1nc(NCc2ccccc2)c2[nH]cnc2n1	0.4	-2.3	-25	16
CCN(CC)S(=O)(=O)c1cc(C)c2[nH]c(=O)cc(C)c2c1	-0.1	-1.0	1	-5
CC1(C)CC(=O)c2c(CC3CC(=O)NC(=O)C3)noc2C1	0.1	-0.9	1	5
COc1cc(CN2CCNC(=O)C2CC(=O)N2CCCC2)cc(OC)c1 (centres undefined)	-0.2	-0.4	-5	-11
Cc1ccccc1NC(=O)c1ccc(F)c(S(=O)(=O)N2CCN(c3ccccn3)CC2)c1	0.4	1.1	6	-9
Cc1cc([N+](=O)[O-])ccc1NC(=O)C(C)N1C(=O)c2ccccc2C1=O (centres undefined)	0.0	-1.4	-3	8
CC(C)n1cnc2c(NCc3cccc(C(F)(F)F)c3)nc(Nc3cccc(N(C)C)c3)nc21	0.6	1.4	1	-3
CC(NC(=O)CSc1nc2ccc(N)cc2s1)c1ccccc1 (centres undefined)	-0.2	6.3*	3	-4
CN1C(=S)SC(C)(C)C1/[N+]([O-])=C/c1cccs1 (centres undefined)	0.1	-1.1	-8	-12
C/C(CC(=O)Nc1cccc(C)n1)=N\NC(=O)c1cccc(C)c1O	-0.3	0.3	2	1
COc1ccc(Br)cc1/C=C1/N=C(c2cccc([N+](=O)[O-])c2C)OC1=O	0.0	0.8	4	12
CC/C(Cc1ccccc1)=N\NC(=O)CCC(=O)Nc1ccc(C)cc1	0.1	-0.5	-5	1
COc1cc(/C=c2\sc3nc(=O)c(-c4ccccc4)nn3c2=O)ccc1OCc1ccccc1	-0.2	-0.7	-19	-15
COCCN1C(=O)C(=O)/C(=C(\O)c2ccccc2)C1c1ccc(Cl)cc1Cl (centres undefined)	0.1	0.2	-4	-9
CC(=O)Nc1ccc(S(=O)(=O)Nc2cccc(C(=O)c3ccc(C)c(C)c3)c2)cc1	0.3	-1.2	24	22
CCc1ccc(NC(=S)N(CCCN2CCCCCC2)Cc2ccco2)cc1	-0.1	-0.6	9	-10
CCOc1ccc(/C=N\NC(=O)Cn2nnc(-c3ccc(F)cc3)n2)cc1OCC	0.2	1.4	9	10
COc1ccc2c(c1)sc1ncc(C(=O)NC3CCCCC3O)c(=O)n12 (centres undefined)	1.0	-0.5	11	8
O=C(OC1C(O)C(O)C(OC(=O)c2cccnc2)C(O)C1O)c1cccnc1 (centres undefined)	0.2	0.6	-8	9
O=C(O)c1ccc(CN2CCCCC2)cc1	0.1	-1.3	5	8
Cc1ccccc1CSc1nc2[nH]ncc2c(=O)n1-c1cc(Cl)ccc1C	-0.1	0.5	-11	7
Cc1ccc(NC(=O)Cn2cnc3sc(C)cc3c2=O)c(Br)c1	-0.1	-0.4	-1	5
Cc1ccc2nc3c(cc2c1)CN(CC1CCCO1)C(=O)C(C)O3 (centres undefined)	0.0	-0.9	-6	-12
Cc1cccc(CC(=O)Nc2cnn(-c3cccc(C(=O)Nc4ccnc(C)c4)c3)c2)c1	-0.2	-0.1	4	1
CC1CCc2c(sc(NC(=O)[C@@H](NC(=O)c3ccco3)C(C)C)c2C(N)=O)C1 (some centres undefined)	0.0	3.8	0	13
COc1ccc(CNC(=S)NC(C)C)cc1OC	0.0	-1.4	0	3

(cont.)
smiles | FBW7 activator | GPR151 ag | TEAD-YAP block | MITF inh
O=C(O)C1CCN(S(=O)(=O)N2CCOCC2)CC1 | 0.0 | 0.3 | -5 | 6
O=C(CN1CCC(O)(c2ccccc2)CC1)N1CCCCC1 | 0.7 | -0.4 | -2 | 11
CCOC(=O)Cc1csc(NC(=O)c2cc(Br)ccc2Cl)n1 | -0.2 | 0.8 | 2 | -2
Cc1ccc(-c2nnc3ccc(SCC(=O)Nc4ccc5c(c4)OCO5)nn23)cc1 | -0.1 | 0.0 | -3 | -1
Cc1csc(NC(=O)CCc2c(C)nc3nc(CNC(=O)OC(C)(C)C)nn3c2C)n1 | -0.1 | 0.3 | 2 | -14
COc1cccc(-c2nc3ccc(Cc4ccc5nc(-c6cccc(OC)c6)oc5c4)cc3o2)c1 | -0.1 | -0.8 | -4 | -17
COC(=O)c1cccc(-n2c(C)cc(C=C3C(=O)NC(=O)NC3=O)c2C)c1 | -0.7 | 0.5 | 3 | 4
Cc1cc(Cl)ccc1OCC(=O)NNC(=O)CCc1ccccc1 | 0.8 | -0.3 | 4 | 3
COc1ccc(CCC(=O)NCCc2csc3nc(-c4ccc(F)cc4)nn23)cc1 | 0.2 | 0.9 | 7 | -24
CCOc1cc(C2C(C(=O)OC3CCCC3)=C(C)NC3=C2C(=O)CCC3)ccc1OC(C)=O (centres undefined) | -0.1 | -1.0 | -9 | 4
COc1ccc(/C=C/C(=O)NCc2cccs2)cc1 | 0.1 | 0.6 | -52 | 14
COCCOC(=O)C1=C(C)NC(=O)NC1c1ccc(Cl)cc1 (centres undefined) | -0.2 | -0.9 | -9 | -6
